TRPV1 ag = human TRPV1 agonism; activation, % at 8.33 µM; TRPV1-expressing cells, Fluo-8 calcium influx, agonist mode; 320,000 compounds, 0.19% hits; AID 540275; Q8NER1; in the data active = activation above about 80%; inconclusive = between about 30% and that limit; also: 0% is about no effect
Target sequence (Q8NER1 whole entry, looked up): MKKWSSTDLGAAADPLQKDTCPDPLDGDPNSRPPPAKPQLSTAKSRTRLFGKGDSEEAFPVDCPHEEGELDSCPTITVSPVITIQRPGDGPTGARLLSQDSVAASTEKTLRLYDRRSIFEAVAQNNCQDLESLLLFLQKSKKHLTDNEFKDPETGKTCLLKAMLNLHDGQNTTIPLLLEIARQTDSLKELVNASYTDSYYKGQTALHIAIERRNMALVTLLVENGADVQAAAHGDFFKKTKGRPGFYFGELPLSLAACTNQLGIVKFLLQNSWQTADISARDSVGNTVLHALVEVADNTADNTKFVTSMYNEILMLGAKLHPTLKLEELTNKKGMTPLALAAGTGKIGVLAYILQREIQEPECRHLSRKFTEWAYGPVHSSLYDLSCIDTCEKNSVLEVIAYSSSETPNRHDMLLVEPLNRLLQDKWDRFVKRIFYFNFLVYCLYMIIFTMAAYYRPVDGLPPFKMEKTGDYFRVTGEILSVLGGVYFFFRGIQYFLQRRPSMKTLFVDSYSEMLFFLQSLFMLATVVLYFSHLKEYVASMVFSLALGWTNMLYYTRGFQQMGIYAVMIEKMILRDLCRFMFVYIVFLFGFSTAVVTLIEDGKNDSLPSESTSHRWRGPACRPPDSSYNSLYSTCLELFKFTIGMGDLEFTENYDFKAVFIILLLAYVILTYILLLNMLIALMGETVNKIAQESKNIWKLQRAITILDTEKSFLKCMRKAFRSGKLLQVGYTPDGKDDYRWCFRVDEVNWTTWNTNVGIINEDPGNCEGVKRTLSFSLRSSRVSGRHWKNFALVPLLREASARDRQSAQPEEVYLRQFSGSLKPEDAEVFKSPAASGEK
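TRPV1-expressing cells were cultured overnight at 35.5C and loaded with Fluo-8 calcium dye for 40 to 90 min at room temperature. After a 10 s baseline, compound was added and calcium influx was read kinetically for 3 min (ex 480/em 520 nm).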
Integrin act MD = integrin-mediated muscular dystrophy alleviation activation; alpha7betagal myoblasts, beta-gal FDG fluorescence, 48 h; Potency, µM (doses to about 38.3 µM), inactives show at the highest dose activation, usual class: activators; 350,000 compounds, 0.064% hits; AID 624291;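 also: potency is read from the fitted curve at half-maximal effect; 100% = response of the positive control SU9516; nearly all actives have a fitted effect of over 60% in size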
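alpha7betagal+/- myoblasts (passage 13, 250/well) treated 48 h at 37C with compounds at 1:260 dilution of DMSO stock. Lysed, then beta-galactosidase activity read as FDG fluorescence (ex 480/em 540) after 30 min, with pre-read for autofluorescence.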
BRCA1 expr act = BRCA1 expression activation. AID 624202. 380,000 compounds, 1.1% hits. MCF7-BRCA1-FFLuc reporter, luminescence, 48 h; response scale: scaled: vehicle 0%, 10 µM genistein 100%. Potency, µM (doses to about 46.1 µM), inactives show at the highest dose activation, usual class: activators; also: potency is read from the fitted curve at half-maximal effect; nearly all actives have a fitted effect of over 80% in size; some results filed as inactive show a strong effect at the top dose
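Cells: MCF7-BRCA1-FFLuc, 2000/well. Exposure: 48 h, 37 °C, 5% CO2. Read: luminescence, 15 min post-substrate. Controls: genistein 10 microM (maximal activation), DMSO (neutral).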
ELG1 DNA repair = blocks ELG1-dependent DNA repair in HEK293T cells; AID 504467; 330,000 compounds, 2.3% hits; Potency, µM (series often up to 46.1 µM), inactives show at the highest dose activity change, negative = inhibition, hits mostly inhibitors; HEK293T ELG1-luciferase reporter, luminescence, 16 h; DNA damage induced by 5-fluorouridine; also: potency is read from the fitted curve at half-maximal effect; % is scaled to controls: 0 for no effect and ±100 for the full control effect; nearly all actives have a fitted effect of over 55% in size
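Quantitative HTS, concentration-response format. 2,000 cells/well co-treated with 5-fluorouridine and compound, 16 hr in 5% CO2 at 37 °C; ONE-Glo luminescence read after 30 min.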
TCR activator = activates T cell receptor signaling; primary human leukocytes, anti-CD3, IL-2 HTRF, 48 h; Potency, µM (top dose mostly 9.22 µM), inactives show at the top dose activation of IL-2 secretion, most hits filed as activators; 330,000 tested, under 10 active; also: % of control where 0% means no effect
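TCR engagement came from a-CD3 beads alone, with compounds added to primary human leukocytes for 48 hr. Secreted IL-2 bridged europium cryptate- and d2-labelled anti-IL-2 antibodies, giving FRET emission at 665nm after 320nm excitation.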
AT treatment = potential ataxia-telangiectasia treatments restoring KAP-1 phosphorylation. […] A-T fibroblasts, KAP-1 phosphorylation AlphaLISA; neocarzinostatin DNA damage 30 min before lysis. 320,000 compounds, 0.19% hits. Potency, µM (highest dose often 57.5 µM), inactives show at the highest dose activation, hits mostly activators; also: potency is read from the fitted curve at half-maximal effect; % of control where 0% means no effect; nearly all actives have a fitted effect of over 45% in size
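hTERT-immortalized A-T patient fibroblasts ([…]), 500 cells/well in OPTI-MEM, 1% FBS, got compounds for 60 min, then NCS for 30 min at 37C. Lysates were then assayed for phospho-KAP-1 by AlphaLISA (anti-pKAP1 donor, anti-KAP1 acceptor beads), 6 hr at 25C.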
PTAP TSG101 blk = blocks PTAP/TSG101 interaction to inhibit HIV-1 budding; Q99816; Fluorescence polarization, FITC-PTAP peptide / Tsg101 binding; Potency, µM (highest dose often 115 µM), for inactives: at the highest dose activity change, negative = inhibition, hits mostly inhibitors; 340,000 tested, under 10 active; AID 493005; active = well fitted inhibition curve with a large enough effect in the main read-out, with a control signal flat, not every such curve was filed as active; inconclusive = small, poorly fitted or top-dose-only effect, or effect the other way, or a change in a side signal; inactive = no such curve, though single readings can be large or run the other way; also: potency is read from the fitted curve at half-maximal effect; % of control where 0% means no effect
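Steps: Tsg101 binding domain dispensed (10 uM final), compounds pinned in DMSO, FITC-labeled PTAP-motif peptide added (50 nM final); after 20 min binding at room temperature, polarization measured.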
p53 reactivator = restores transcriptional activity of mutant p53; H1299 p53-A138V BP100-luciferase reporter, luminescence, 24 h; Potency, µM (highest dose often 92.2 µM), for inactives: at the top dose activity change, positive = activation, hits mostly activators; 320,000 compounds, 0.063% hits; AID 504706; also: potency is read from the fitted curve at half-maximal effect; % of control where 0% means no effect; nearly all actives have a fitted effect of over 45% in size
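p53-null H1299 cells stably carrying temperature-sensitive p53-A138V and a BP100-luciferase reporter were pinned with compounds (4-point, 1:5 series) and held 24 hrs at 37 deg C. Luminescence was read 10 min after detection reagent.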
CXXC DNA block = inhibitors of human MLL CXXC domain-DNA interaction; MLL-CXXC / FITC-HOXA9 DNA fluorescence polarization; Potency, µM (series often up to 115 µM), without a hit: at the highest dose activity change, negative = inhibition, hits mostly inhibitors; 290,000 compounds, 0.037% hits; AID 2662; active = well fitted inhibition curve with a large enough effect in the polarisation, with a control signal flat, not every such curve was filed as active; inconclusive = small, poorly fitted or top-dose-only effect, or effect the other way, or a change in a side signal; inactive = no such curve, though single readings can be large or run the other way; the % refers to the polarisation; also: potency is read from the fitted curve at half-maximal effect
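Steps: dispense CXXC domain solution (7 uM) → pin compounds or unlabeled HOX-A9 DNA control → 5 min ambient → add FLSN-HOX-A9 solution (50 nM) → spin → 30 min ambient → fluorescence polarization. Tris pH 7.5/NaCl/DTT/BSA buffer.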
B2AR arrestin = recruits beta-arrestin to the human beta2-adrenergic receptor; Potency, µM (doses to about 46.1 µM), inactives show at the top dose activation, actives largely listed as activators; 330,000 compounds, 0.02% hits; P07550; beta-arrestin recruitment to beta2AR, cell-based reporter;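 also: potency is read from the fitted curve at half-maximal effect; 0% = DMSO controls and full agonism = EC100 isoproterenol or metaproterenol; nearly all actives have a fitted effect of over 65% in size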
* = called active by the depositor; ? = inconclusive; / = not tested or not shown; [ ] = remark or other dose. Unless noted, calls follow the shape of the dose curve; as a rule, active = well fitted curve in the direction sought with a large enough effect; inconclusive = small, poorly fitted or top-dose-only effect, or another doubt; inactive = no such curve, though single readings can be large; an effect the other way counts as inactive or inconclusive. Not a hit list, and some 3.8% of all compounds hit somewhere here.

SMILES	TRPV1 ag	Integrin act MD	BRCA1 expr act	ELG1 DNA repair	TCR activator	AT treatment	PTAP TSG101 blk	p53 reactivator	CXXC DNA block	B2AR arrestin
CCCCC1=CC2=CC(=O)C(C)(OC(=O)CC)C(=O)C2=CN1CCc1ccccn1 (configuration not stated)	0.0	5.4%	0.0%	13.5%	9.1%	-12.9%	-6.5%	-1.7%	-1.5%	-0.3%
Cc1cccc(NC(=O)Cn2c(=O)oc3ccccc32)c1C	7.1	-9.3%	-9.9%	13.4%	4.1%	-7.4%	-4.4%	1.1%	62.9%[activator]	0.0%
O=C(CSc1nnc(-c2cccnc2)n1Cc1ccco1)c1ccccc1	6.2	19.3%	19.4%	-13.0%	2.8%	-4.0%	-4.4%	0.5%	2.7%	0.4%
CC1CN(C(=O)CSc2nnc(-c3ccc(Cl)cc3)n2C)CC(C)O1 (configuration not stated)	2.2	12.7%	0.4%	5.9%	/	2.9%	-7.3%	2.5%	6.5%	-0.2%
NS(=O)(=O)c1ccc(CCNC(=O)NC2CCCCC2)cc1	-3.2	?	0.0%	?	-0.2%	?	0.3%	0.2%	-10.3%	-1.2%
CCNC(=O)NC(=O)C(C)OC(=O)c1ccc(-n2nc(SC)sc2=S)cc1 (configuration not stated)	4.5	10.7%	-22.0%	9.9%	-2.1%[46.1 µM]	-0.3%	-1.4%	3.6%	-4.2%	-0.2%
c1ccc(C(c2ccccc2)N2CCN(Cc3nc(-c4cnccn4)no3)CC2)cc1	4.8	?	-20.1%	?	-4.7%	-5.3%	-5.7%	-0.7%	0.0%	-0.4%
Cc1cccc(N=C2NC(=O)/C(=C/c3cccnc3)S2)c1	-0.6	-14.6%	11.3%	-17.4%	-0.4%	-4.6%	-2.6%	-6.0%	-1.5%	-0.8%
NC(=S)N/N=C1\c2ccccc2-c2c(C(=O)O)cccc21	-0.5	?	-1.8%	-4.8%	11.1%	-2.7%	1.9%	1.9%	-7.5%	-0.5%
O=CNCC(=O)NCCc1ccc(Cl)cc1	-0.2	8.6%	-2.0%	7.0%	0.6%	-2.3%	-9.1%	1.9%	-3.3%	0.0%
Cn1cnnc1Sc1ccc(C(F)(F)F)cc1[N+](=O)[O-]	-1.0	-2.1%	9.1%	8.2µM*	0.1%	0.0%	-1.3%	22.4%	14.8%	0.8%
CCCNc1cc(C)oc(=O)c1C(=O)CC	-0.5	3.0%	0.6%	17.2%	9.6%	-2.5%	-4.9%	-1.9%	11.5%	-0.4%
CSc1ncc(C(=O)Nc2cc(C)ccc2C)c(C)n1	16.5	0.0%	-18.2%	?	-9.0%	4.2%	1.5%	-6.2%	-5.4%	-0.7%
CCC(C)n1nccc1NC(=O)C(C)OC(=O)c1cc2ccccc2[nH]1 (configuration not stated)	0.8	17.9%	-31.7%	?	7.5%	1.7%	-4.5%	-2.9%	11.0%	-0.1%
CCN(CC)C(=O)COc1ccc2c3c(c(=O)oc2c1C)CCCC3	3.0	0.0%	-5.0%	?	-6.1%	-2.7%	1.2%	/	-9.8%	-0.3%
O=C(O)c1ccc(S(=O)(=O)c2ccccc2C(=O)O)c([N+](=O)[O-])c1	-4.0	-9.7%	1.5%	5.0%	-4.8%	1.1%	-1.6%	-4.2%	8.4%	0.0%
Cc1ccc(S(=O)(=O)CCC(=O)Nc2nc(C(C)(C)C)cs2)cc1	7.9	-62.7%[inhibitor]	-3.4%	-11.2%	-4.4%	-7.6%	-10.3%	-6.2%	3.6%	-0.2%
Cn1nc(C(C)(C)C)cc1C(=O)O	-1.5	-7.7%	-10.8%	5.5%	1.4%	-1.7%	-5.5%	1.3%	-7.4%	0.1%
COCCCn1c(C(=O)N2CC(C)OC(C)C2)cc2c(=O)n3cccc(C)c3nc21 (configuration not stated)	5.1	-14.1%	-3.4%	1.0%	9.1%	10.2%	2.4%	-5.1%	9.4%	-0.9%
Cc1ccc(CN(C(=O)COc2ccc([N+](=O)[O-])cc2)C2CCS(=O)(=O)C2)o1 (configuration not stated)	-0.9	6.2%	4.4%	1.8%	1.1%	5.9%	3.8%	-3.6%	4.4%	0.4%
CCC(C)NC(=O)C1CN(S(=O)(=O)c2ccccc2)CCN1S(=O)(=O)c1ccccc1 (configuration not stated)	-1.7	-5.0%	-25.8%	?	-0.1%	-8.8%	-1.8%	-2.1%	0.0%	0.2%
O=c1oc2ccccc2c2oc3cc(O)c(O)cc3c12	-1.5	8.5%	13.2%	?	-11.9%	12.2%	-0.4%	12.2%	7.6%	-0.2%
O=Cc1cc2ccccc2nc1SCc1ccc(Cl)c(Cl)c1	-1.8	31.2%	-79.4%[inhibitor]	?	-2.8%	-8.0%	0.3%	10.6%	-13.4%	0.1%
Cc1ccc(NC(=O)CCC(=O)c2cc(C)sc2C)nc1	13.3	-17.4%	1.0%	-9.8%	6.7%	1.2%	-1.3%	-3.4%	/	0.4%
CC1=C(C(=O)OC(C)C)C(c2ccc(Br)s2)NC(=O)N1C (configuration not stated)	18.9	-2.2%	-37.8%	?	-2.4%	-0.8%	-7.2%	-27.3%	0.4%	-0.3%
Cc1ccc(C)c(S(=O)(=O)Nc2ccc(C(=O)N3CC(C)OC(C)C3)cc2)c1 (configuration not stated)	0.8	11.4%	0.4%	6.7%	-19.6%	-2.9%	-1.8%	5.9%	/	0.1%
O=c1c2ccccc2cnn1Cc1n[nH]c(=S)n1-c1ccc(F)c(Cl)c1	2.1	4.2%	0.6%	1.3%	2.4%	-6.2%	-5.3%	2.3%	16.0%	0.1%
O=C(COc1ccccc1F)NC1CCN(Cc2ccccc2)CC1	8.4	4.6%	2.0%	-2.1%	2.0%	-2.3%	-3.8%	-2.0%	0.2%	0.3%
CCOC(=O)C(C)Sc1nc(N)c(NC(=O)c2ccc(OC)c(OC)c2)c(=O)[nH]1 (configuration not stated)	2.3	1.4%	-0.7%	1.9%	2.0%	5.0%	-1.0%	8.0%	-4.8%	0.0%
CCCc1noc2c1C(c1cc(Br)ccc1F)C(C#N)=C(N)N2 (configuration not stated)	0.8	2.9%	-25.6%	5.1%	-4.9%	6.7%	-1.5%	14.3%	2.0%	0.5%

A stretch from further up:
SMILES	TRPV1 ag	Integrin act MD	BRCA1 expr act	ELG1 DNA repair	TCR activator	AT treatment	PTAP TSG101 blk	p53 reactivator	CXXC DNA block	B2AR arrestin
O=Cc1cc2ccccc2nc1SCc1ccc(Cl)c(Cl)c1	-1.8	31.2%	-79.4%[inhibitor]	?	-2.8%	-8.0%	0.3%	10.6%	-13.4%	0.1%
Cc1ccc(NC(=O)CCC(=O)c2cc(C)sc2C)nc1	13.3	-17.4%	1.0%	-9.8%	6.7%	1.2%	-1.3%	-3.4%	/	0.4%
CC1=C(C(=O)OC(C)C)C(c2ccc(Br)s2)NC(=O)N1C (configuration not stated)	18.9	-2.2%	-37.8%	?	-2.4%	-0.8%	-7.2%	-27.3%	0.4%	-0.3%
Cc1ccc(C)c(S(=O)(=O)Nc2ccc(C(=O)N3CC(C)OC(C)C3)cc2)c1 (configuration not stated)	0.8	11.4%	0.4%	6.7%	-19.6%	-2.9%	-1.8%	5.9%	/	0.1%
O=c1c2ccccc2cnn1Cc1n[nH]c(=S)n1-c1ccc(F)c(Cl)c1	2.1	4.2%	0.6%	1.3%	2.4%	-6.2%	-5.3%	2.3%	16.0%	0.1%

New compounds follow.
SMILES	TRPV1 ag	Integrin act MD	BRCA1 expr act	ELG1 DNA repair	TCR activator	AT treatment	PTAP TSG101 blk	p53 reactivator	CXXC DNA block	B2AR arrestin
Cn1ccnc1C(O)c1ccco1 (configuration not stated)	9.0	0.4%	-3.2%	0.2%	-1.4%	0.8%	-5.3%	15.9%	-1.5%	-0.1%
COc1cc(NC(=O)CSc2nc3cc(C)ccc3cc2C)c(C(=O)O)cc1OC	-9.3	2.4%	-8.9%	-2.0%	-3.3%[46.1 µM]	-3.2%	-1.1%	-15.2%	8.1%	-0.2%
COc1ccc(OCC(=O)N/N=C\c2ccco2)cc1	0.8	-23.1%	-1.8%	18.5%	-4.1%	0.2%	-1.1%	0.5%	-5.2%	-0.5%
O=C(Nc1cccc(F)c1)c1ccc(S(=O)(=O)N2CCOCC2)cc1	?	21.5%	0.0%	-19.9%	4.7%	6.0%	-0.4%	-1.0%	2.3%	-0.2%
Cc1ccc(NC(=O)CNC(=O)c2ccc(C)s2)nc1	8.5	-4.9%	33.8%	29.5%	9.9%	-3.7%	-2.3%	-1.0%	/	0.2%
CC(C)c1nc(SCC(=O)c2ccc(F)cc2)c2ccccc2n1	?	0.0%	14.3%	/	-5.1%	-6.5%	-4.5%	27.4%	-2.5%	-0.2%
Cc1ccc([C@@H]2C3COCC=C3C(C#N)=C(N)C2(C#N)C#N)o1 (some centres not stated)	0.3	-42.4%	-4.4%	-19.5%	4.8%	4.2%	-20.0%	2.5%	-8.2%	0.4%

Compound activity as filed in PubChem.
